MITF primary: blocks human microphthalmia-associated transcription factor; AlphaScreen MITF homodimerization, bead proximity signal; inhibition, % at 2.6 µM; actives 0.91% (n = 650,000); O75030; in the data active means inhibition above about 50%;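 further: 0% = vehicle wells with protein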
Target sequence (O75030 whole entry, looked up): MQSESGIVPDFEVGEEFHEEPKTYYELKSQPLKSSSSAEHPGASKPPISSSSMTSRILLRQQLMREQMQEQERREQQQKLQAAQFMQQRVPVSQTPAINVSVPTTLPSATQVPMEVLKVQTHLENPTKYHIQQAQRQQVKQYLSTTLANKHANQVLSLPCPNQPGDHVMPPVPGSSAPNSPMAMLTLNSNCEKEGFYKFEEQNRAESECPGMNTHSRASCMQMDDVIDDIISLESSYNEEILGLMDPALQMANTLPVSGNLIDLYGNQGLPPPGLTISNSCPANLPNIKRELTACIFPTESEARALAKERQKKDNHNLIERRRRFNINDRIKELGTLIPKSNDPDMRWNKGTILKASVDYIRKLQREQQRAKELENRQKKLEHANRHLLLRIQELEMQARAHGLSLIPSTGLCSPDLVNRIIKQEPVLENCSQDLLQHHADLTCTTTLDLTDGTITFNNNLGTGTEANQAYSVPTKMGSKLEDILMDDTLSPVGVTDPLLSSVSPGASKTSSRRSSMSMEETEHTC
GPR151 activ: activators of human GPR151; activation, % at 11.2 µM; PathHunter beta-arrestin GPR151 cells, luminescence; Q8TDV0; actives 1% (n = 650,000); AID 1508602; in the data active means activation above about 4.9%;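 further: 0% = median of compound wells and 100% = cells with positive control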
Target sequence (Q8TDV0 whole entry, looked up): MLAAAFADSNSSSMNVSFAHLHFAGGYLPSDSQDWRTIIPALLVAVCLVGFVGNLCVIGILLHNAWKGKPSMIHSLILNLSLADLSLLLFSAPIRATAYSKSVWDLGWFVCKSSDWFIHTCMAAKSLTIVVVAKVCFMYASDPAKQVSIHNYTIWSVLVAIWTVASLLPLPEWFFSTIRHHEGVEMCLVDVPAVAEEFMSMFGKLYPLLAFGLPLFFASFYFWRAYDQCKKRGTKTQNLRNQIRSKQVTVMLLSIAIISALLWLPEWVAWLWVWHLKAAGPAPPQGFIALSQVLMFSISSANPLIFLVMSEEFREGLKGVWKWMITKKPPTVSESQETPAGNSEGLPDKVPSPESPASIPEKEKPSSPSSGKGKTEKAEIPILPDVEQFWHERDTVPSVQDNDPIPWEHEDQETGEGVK
TEAD-YAP block: TEAD-YAP interaction inhibition. HEK-TIYL cells, TEAD-Gal4/YAP UAS-luciferase luminescence. inhibition, % at 9.12 µM. actives 1.4% (n = 640,000). AID 1259422; in the data active means inhibition above about 32%;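 further: 0% = median of test compound wells and 100% = reference inhibitor wells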
FBW7 activator: activators of human E3 ligase FBW7 | Q969H0 | AlphaScreen FBW7–phospho-cyclin E peptide binding, activator screen | normalized activity (activation), % at 26.1 µM | actives 0.13% (n = 650,000) | AID 1259310; in the data active means normalized activity above about 1.9%;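 further: purified mutant Fbw7 with reduced substrate affinity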
* hit, by the source's call.

SMILES	MITF primary	GPR151 activ	TEAD-YAP block	FBW7 activator
O=C(CCCSc1nnc(-c2ccc3c(c2)OCO3)o1)c1ccccc1	3	0.5	19	-0.1
CCOC(=O)c1ccc(N=C2SC(C(=O)NC)CC(=O)N2CCC23CC4CC(CC(C4)C2)C3)cc1 (stereo unspecified)	-5	1.2	3	-0.1
O=C(Nc1ccc(NC(=O)c2cccc(Cl)c2Cl)cc1)c1cccc(Cl)c1	2	-0.5	15	-0.1
C=CCN(CC=C)C(=O)c1cccc(C)c1[N+](=O)[O-]	10	-1.3	1	0.1
O=C(CSCc1ccccc1Cl)N1CCN(c2ccccc2)CC1	6	-1.7	-30	-0.3
Cc1cccn2c(=O)c(/C=C(\C#N)C(N)=O)c(Oc3ccccc3F)nc12	17	-0.2	7	0.0
COc1ccc(C(CNC(=O)c2ccc(Cl)cc2)N2CCN(C)CC2)cc1 (stereo unspecified)	-1	-0.6	4	-0.1
CN(C)C(=O)C1C2NC(=S)N(c3ccc(Cl)cc3)C1(C)Oc1c(Cl)cc(Cl)cc12 (stereo unspecified)	28	-0.3	-3	-0.3
O=S(=O)(Nc1ccc(Cl)cn1)c1cccs1	16	3.2	1	0.3
Cc1ccc2nc(C3CCN(CC(=O)NCc4ccccc4)CC3)[nH]c2c1	-1	0.3	7	0.2
O=C(Nc1ccc2cn[nH]c2c1)C(O)c1ccc(C(F)(F)F)cc1 (stereo unspecified)	12	0.2	0	0.0
O=C(NC1CCCCC1)C1c2ccccc2C(=O)N1C1CCCC1 (stereo unspecified)	8	-3.8	6	0.2
COc1ccc(S(=O)(=O)NCCC(=O)N2CCC3(CC2)OCCO3)cc1	-12	-0.5	-2	0.3
CCN1C(=O)Cc2cc(NS(=O)(=O)Cc3ccc(C)cc3)ccc21	28	1.0	6	-0.1
COc1cc(C2Nc3cc(C)c(C)cc3NC3=C2C(=O)CC(C)(C)C3)cc(OC)c1OC (stereo unspecified)	5	0.7	-6	0.1
CCCNC(=O)Cn1nc(C)n2c(cc3ccsc32)c1=O	-5	0.2	-3	-0.2
CC1=Nc2ccccc2/C1=C/c1c(O)n(-c2cccc3ccccc23)c(=O)[nH]c1=O	8	0.0	3	0.3
O=C(c1ccc(Nc2ccccc2)nc1)N1CCCC1	3	1.0	-2	0.0
COc1ccc(NC(=O)c2cc(S(=O)(=O)N3CCc4ccccc43)cn2C)c(OC)c1	10	0.7	-17	-0.2
Cc1cc(C)n2nc(SC(C)C(=O)NC3CC3)nc2n1 (stereo unspecified)	1	-1.1	6	0.1
CC1(C)CC(=O)C=C(Nc2ccccc2C(F)(F)F)C1	18	-1.1	7	1.1
CCCCNC(=O)Cn1cnc2sc(C)cc2c1=O	2	-0.6	5	0.0
COc1ccc2cc(C3CC(c4ccc(C)cc4)=NN3C(=O)c3ccccc3)c(Cl)nc2c1 (stereo unspecified)	1	-0.2	4	-0.1
Cn1c(=O)c2[nH]c(SCC(=O)c3ccc4c(c3)OCCO4)nc2n(C)c1=O	-3	0.5	-17	0.0
CCOc1ccc(C=Nc2ccccc2F)cc1	17	0.5	0	0.0
COc1ccccc1OCC(=O)Oc1coc(CSc2nc(C)cc(C)n2)cc1=O	9	-3.1	-9	-0.3
CCN1C(=O)CC(Nc2ccc(N(C)C)cc2)C1=O (stereo unspecified)	25	-0.2	6	0.0
COc1ccccc1Oc1c(C)oc2cc(OC(=O)c3ccco3)ccc2c1=O	1	1.1	-9	0.0
CN1CCN(c2ccc(-c3cc(C(=O)Nc4ccc(N5CCOCC5)cc4)ccn3)cc2)CC1	8	2.1	-6	-0.1
COc1ccc(-c2csc(-c3cc4cc(Br)cc(Br)c4oc3=O)n2)cc1	1	1.3	-19	0.1
CCCCNC(=O)c1cc(Sc2nnc(C)s2)nc2ccccc12	3	1.4	-9	-0.1
CCCCC(c1nnnn1CC1CCCO1)N1CCN(c2nc3ccccc3s2)CC1 (stereo unspecified)	1	0.0	3	0.3
Cc1cc(C)cc(NC2=NCC(=O)N2c2cccc(C)c2)c1	0	-1.6	-15	0.2
CCOC(=O)c1c(NC(=O)C(C)Oc2ccccc2Br)sc2c1CCCC2 (stereo unspecified)	-4	-0.7	-3	0.1
CCOC(=O)CNc1nc(Cl)c(C#N)s1	12	2.8	7	0.3
CSc1nc(C)c(C(=O)C[n+]2ccc(C)cc2)cc1C#N	0	0.2	-6	0.0
COc1ccc(OC)c(NC(=O)CSc2ccc3nnc(-c4ccncc4)n3n2)c1	-4	-0.4	-2	0.1
O=C(COc1ccccc1)Nc1ccc(N2CCC(NCc3ccon3)CC2)cc1	6	1.8	0	0.1
CC(CC(=O)N1CCN(c2ccccn2)CC1)n1ccnc1 (stereo unspecified)	-4	0.9	3	0.0
NCCCNC(=O)c1ccc(/C=N\O)nc1	22	-1.2	-1	-0.2
CCn1c(SCc2ccccc2)nnc1-c1ccncc1	12	-1.2	-7	0.1
O=c1[nH]c(/C=C\c2ccccc2F)c([N+](=O)[O-])c(=O)[nH]1	9	-0.3	3	0.0
NC(=O)C1CCN(C(=O)/C=C2\Sc3ccccc3NC2=O)CC1	-4	0.0	-1	-0.1
CCc1ccccc1Nc1nc(-c2ccc(OC)cc2)no1	8	-4.7	-44	0.2
Cc1ccc(SC(C)C(=O)O/N=C(\N)c2cccnc2)cc1 (stereo unspecified)	10	3.7	8	0.0
COc1c(C)cccc1C(=O)N1CCN(c2ncccn2)CC1	5	0.8	2	0.0
CS(=O)(=O)N(Cc1ccccc1)c1ccc(C(=O)Nc2ccc(Cl)cc2)cc1	2	1.9	6	-0.1
O=C(O)c1ccc(CNCc2cccc(OCc3ccccc3)c2)cc1	-4	-2.3	-1	-0.1
CCSc1nnc2c(n1)OC(c1ccc(-c3ccccc3Cl)o1)Nc1ccccc1-2 (stereo unspecified)	17	-1.6	-15	0.1
Cc1cccc(OCC(=O)NC(=S)Nc2ccccc2N2CCOCC2)c1	9	1.3	-2	0.0
Next part:
SMILES	MITF primary	GPR151 activ	TEAD-YAP block	FBW7 activator
CCn1c(C)nc2cc(C(=O)N/N=C/c3cc(Cl)cc([N+](=O)[O-])c3O)ccc21	5	0.6	-7	-0.3
Cc1nnc(SC(C)C(=O)N2CCc3ccccc32)s1 (stereo unspecified)	-4	-2.4	-2	0.1
O=C(CCc1ccccc1)N1CCc2c(nc(N3CCCC3)[nH]c2=O)C1	13	4.4	2	0.0
COc1cccc(-c2n[nH]c3c2C(c2ccc(O)cc2)NC3=O)c1 (stereo unspecified)	7	-1.0	22	0.2
N#Cc1c(NC(=O)c2ccc([N+](=O)[O-])cc2[N+](=O)[O-])sc2c1CCCCC2	7	0.2	21	-0.2
CCOC(=O)c1c(NC(=O)COc2ccc(Br)cc2)sc2c1CCCC2	-2	0.2	-4	0.0
COc1ccc(Cc2nn3c(=O)/c(=C/c4cccs4)sc3nc2=O)cc1OC	0	0.5	0	-0.1
COc1ccc(/C=C2\SC(N)=NC2=O)cc1OCc1ccc(Cl)cc1	-12	1.2	12	0.1
COc1ccc(NC(=O)C2=C(C)NC(=S)NC2c2ccc(C)cc2)c(OC)c1 (stereo unspecified)	11	3.1	-1	-0.1
COc1ccc(/C=C(/NC(=O)c2ccccc2I)C(=O)O)cc1	0	-0.8	-5	-0.1
C=CCn1c(SCC(=O)Nc2cccc(C)c2)nnc1-c1ccccc1O	6	0.7	13	0.0
COc1ccc(COC(=O)N/N=C(\C)CC(=O)Nc2cc(OC)ccc2OC)cc1	1	1.6	-3	-0.1
CCCOc1ccc(CC(=O)NCc2ccco2)cc1OC	-5	-0.7	4	-0.2
Cc1ccc(-c2nc3cccnc3s2)cc1NC(=O)C1CC1	18	-0.7	-37	0.1
COC(=O)C(Cc1ccc(O)cc1)NC(=O)c1cc2c(n(-c3ccc(Cl)cc3)c1=O)CC(C)(C)CC2=O (stereo unspecified)	-4	-2.4	5	-0.1
O=C(c1cc[n+]([O-])cc1)N1CCc2c([nH]c3ccccc23)C1c1ccccc1Cl (stereo unspecified)	13	1.1	-10	0.2
COc1ccc(-c2nc3ccccc3c(=O)n2OC(=O)/C=C/c2ccc(Br)cc2)cc1OC	1	-0.9	-21	-0.2
COC(=O)C1=C(C)NC(C)=C(C(=O)OC)C1c1ccc(O)c(OC)c1	6	0.6	2	0.0
O=C(Nc1cccc(O)c1)c1cnn2c1NC(c1ccc(Br)cc1)CC2C(F)(F)F (stereo unspecified)	0	0.2	-4	0.2
Cc1ccc2nc(N3N=C(c4ccc(Br)cc4)CC3c3cccc(Br)c3)nc(-c3ccccc3)c2c1 (stereo unspecified)	6	-1.6	-1	0.1
COc1cc(OC)cc(C(=O)Nc2cc(C(=O)Nc3ccc(OC(F)(F)F)cc3)ccc2N2CC3CC(C2)c2cccc(=O)n2C3)c1 (stereo unspecified)	14	-0.7	-8	0.3
O=S(=O)(NCCCCCCNS(=O)(=O)c1ccc(F)cc1)c1ccc(F)cc1	0	1.2	11	0.6
CCOc1ccc(NC(=S)Nc2ccc(OCC)cc2)cc1	3	-0.4	-3	0.2
O=C(Nc1cccc2ccccc12)c1ccccc1F	-4	1.9	-14	-0.1
Cc1cccc(-n2nnnc2C(c2ccc(Cl)cc2)N(C)C)c1 (stereo unspecified)	-7	1.3	2	0.0
Cc1cc2oc(=O)cc(C)c2cc1NC(=O)CCC(=O)O	17	-0.6	2	0.0
C=CCn1c(SCC(=O)c2ccc(OC)c(OC)c2)nc2sc3c(c2c1=O)CCC3	-2	-0.9	-3	0.2
CCc1cccc(NC(=O)CSCc2cc(=O)[nH][nH]2)c1	-9	-0.6	-6	-0.6
Cc1ccc(NC(=O)Cn2cncc(C)c2=O)cc1C	1	2.2	3	0.1
Cn1cc(S(=O)(=O)N2CCN(c3cccc(Cl)c3)CC2)c(=O)n(C)c1=O	13	-0.9	4	-0.2
CCOc1cc(C(=O)N2CCOC(c3ccccc3)C2)cc(OCC)c1OCC (stereo unspecified)	15	-0.4	3	0.0
CCOc1ccccc1CN1CCN(CC#Cc2ccccc2)CC1CCO (stereo unspecified)	4	0.2	-1	0.1
COc1ccc(C(=S)N2CCOCC2)cc1OC(=O)c1ccc(Cl)cc1	9	-0.3	0	0.2
C/C(O)=C\c1nc2cc(C)c(C)cc2[nH]c1=O	-7	-1.4	-32	0.0
Cc1cc(C=C2C(=O)c3ccccc3C2=O)c(C)n1-c1ccc(S(N)(=O)=O)cc1	-6	0.9	6	-0.2
CCOC(=O)c1ccc(N2C(=O)CC(NNc3ncc(Cl)cc3Cl)C2=O)cc1 (stereo unspecified)	9	0.3	-25	-0.1
O=C(Nc1ccc(F)c(F)c1)c1ccco1	18	-1.0	-14	0.1
O=[N+]([O-])c1ccc(Sc2cccc3cccnc23)cc1N1CCOCC1	-8	-0.6	13	-0.6
Cc1ccc2oc(=O)c3cc(C(=O)Nc4ccccn4)sc3c2c1	12	0.1	-2	0.3
O=C(c1cn(-c2ccc(F)cc2F)c(=O)c2ccccc12)N1CCN(c2ccccc2F)CC1	6	-1.0	6	0.4

Given as comma-separated lines: part of the list above.
compound,MITF primary,GPR151 activ,TEAD-YAP block,FBW7 activator
COc1ccc(C(CNC(=O)c2ccc(Cl)cc2)N2CCN(C)CC2)cc1 (stereo unspecified),-1,-0.6,4,-0.1
CCOc1cc(C(=O)N2CCOC(c3ccccc3)C2)cc(OCC)c1OCC (stereo unspecified),15,-0.4,3,0.0

(further entries)
SMILES	MITF primary	GPR151 activ	TEAD-YAP block	FBW7 activator
CC(C)N1CCN(Cc2cn[nH]c2-c2ccccc2)CC1CCO (stereo unspecified)	-11	0.3	6	-0.1
Cn1cc(C(=O)NCc2cccs2)c(=O)c2cc(S(=O)(=O)N3CCOCC3)ccc21	5	-0.1	8	-0.4
COc1ccc(CN2CCc3c(nc(N4CCCCC4C)[nH]c3=O)C2)c(O)c1 (stereo unspecified)	3	0.0	-2	-0.1
O=C(NN1CCCCC1)c1ccc(-c2ccccc2)cc1	6	-1.3	-58	-0.1
Cc1c(C(=O)Nc2ccc3oc(-c4cccnc4)nc3c2)sc2ccccc12	6	-1.6	-14	0.0
COC(=O)CNc1c(-c2ccccn2)nc2ccccn12	45	-1.6	-24	0.0

Structures listed so far with an NH in an aromatic ring (twelve):
SMILES	MITF primary	GPR151 activ	TEAD-YAP block	FBW7 activator
Cc1ccc2nc(C3CCN(CC(=O)NCc4ccccc4)CC3)[nH]c2c1	-1	0.3	7	0.2
O=C(Nc1ccc2cn[nH]c2c1)C(O)c1ccc(C(F)(F)F)cc1 (stereo unspecified)	12	0.2	0	0.0
CC1=Nc2ccccc2/C1=C/c1c(O)n(-c2cccc3ccccc23)c(=O)[nH]c1=O	8	0.0	3	0.3
Cn1c(=O)c2[nH]c(SCC(=O)c3ccc4c(c3)OCCO4)nc2n(C)c1=O	-3	0.5	-17	0.0
O=c1[nH]c(/C=C\c2ccccc2F)c([N+](=O)[O-])c(=O)[nH]1	9	-0.3	3	0.0
O=C(CCc1ccccc1)N1CCc2c(nc(N3CCCC3)[nH]c2=O)C1	13	4.4	2	0.0
COc1cccc(-c2n[nH]c3c2C(c2ccc(O)cc2)NC3=O)c1 (stereo unspecified)	7	-1.0	22	0.2
O=C(c1cc[n+]([O-])cc1)N1CCc2c([nH]c3ccccc23)C1c1ccccc1Cl (stereo unspecified)	13	1.1	-10	0.2
CCc1cccc(NC(=O)CSCc2cc(=O)[nH][nH]2)c1	-9	-0.6	-6	-0.6
C/C(O)=C\c1nc2cc(C)c(C)cc2[nH]c1=O	-7	-1.4	-32	0.0
CC(C)N1CCN(Cc2cn[nH]c2-c2ccccc2)CC1CCO (stereo unspecified)	-11	0.3	6	-0.1
COc1ccc(CN2CCc3c(nc(N4CCCCC4C)[nH]c3=O)C2)c(O)c1 (stereo unspecified)	3	0.0	-2	-0.1
